FXN GAA850 act – frataxin GAA850 promoter activation; activation, % at 6 µM; actives 0.56% (n = 360,000); HEK293 lucGAA850 FXN promoter luciferase reporter, 24 h; percent of 10 µM SAHA response;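 active = activation above the average of all compounds screened plus 3 SD, cutoff fixed separately per campaign, cut at about 7.5% in these data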;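 also: 0% = DMSO wells and 100% = 10 µM SAHA wells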
hgDAF-12 ag – agonists of H. glycines DAF-12 nuclear receptor | actives 1.8% (n = 370,000) | HEK293 GAL4-hgDAF12 UAS-luciferase reporter, agonist luminescence; normalized to butyrate control | activation, % at 6.8 µM;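 active = activation above a cutoff set at the mean of all screened compounds plus 3 SD, cut at about 10% in these data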;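 also: 0% = DMSO wells and 100% = sodium butyrate wells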
ADAM10 inh – inhibitors of human ADAM10; O14672; recombinant ADAM10, EDANS/DABCYL FRET peptide cleavage, 3 h; inhibition, % at 7 µM; actives 0.62% (n = 370,000); AID 720582;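 active = inhibition above a per-campaign cutoff equal to the mean of compounds falling between control-based bounds plus 3 SD, cut at about 20% in these data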;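 also: 0% = DMSO wells while the 100% control is not disclosed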
Target sequence (O14672 214-748 limits assumed): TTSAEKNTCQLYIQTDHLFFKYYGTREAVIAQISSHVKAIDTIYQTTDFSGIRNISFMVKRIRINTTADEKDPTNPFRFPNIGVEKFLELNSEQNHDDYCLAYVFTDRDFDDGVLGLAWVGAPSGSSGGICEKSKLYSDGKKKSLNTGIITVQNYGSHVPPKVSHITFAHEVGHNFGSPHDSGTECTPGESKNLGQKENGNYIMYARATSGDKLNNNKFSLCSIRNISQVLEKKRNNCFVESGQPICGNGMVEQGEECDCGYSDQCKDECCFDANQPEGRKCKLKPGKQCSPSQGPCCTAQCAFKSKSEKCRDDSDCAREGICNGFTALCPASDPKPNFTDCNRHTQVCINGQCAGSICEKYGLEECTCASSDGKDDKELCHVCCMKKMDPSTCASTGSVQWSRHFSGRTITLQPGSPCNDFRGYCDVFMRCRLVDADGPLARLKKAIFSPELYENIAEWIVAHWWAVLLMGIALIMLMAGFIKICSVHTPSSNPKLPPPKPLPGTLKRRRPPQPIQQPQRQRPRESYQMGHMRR
hcDAF-12 act – activates DAF-12 receptor from parasite H. contortus; HEK293 hcDAF-12 lit1-tk-luc reporter, luminescence; 0% DMSO, 100% Δ7-dafachronic acid; activation, % at 6.8 µM; actives 1.4% (n = 370,000);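 active = activation above the mean of all tested compounds plus 3 SD, cut at about 5.5% in these data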;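 also: 100% = response to 3 µM Δ7-dafachronic acid high control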
DAX1 inh-1 – inhibitors of DAX1 repression of SF-1 activated StAR promoter. HEK293T StAR-luciferase reporter, SF-1/DAX-1 repression relief. inhibition, % at 6.8 µM. actives 1.1% (n = 370,000). AID 652010;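 active = inhibition above the mean over all tested compounds plus 3 SD, cut at about 3.6% in these data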;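 also: 0% = DAX-1 cells with DMSO and 100% = cells lacking DAX-1 with DMSO; higher inhibition means more luminescence from relief of DAX-1 repression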
GC-B act – GC-B (human) receptor activation | HEK293-GC-B cells, CNP EC30, cGMP TR-FRET; 0% at EC30 CNP, 100% saturating CNP | activation, % at 10 µM | actives 0.11% (n = 370,000);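 active = activation at 10 µM reaching about 35% in either raw or pattern-adjusted values, limit read from the data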
sPLA2-III inh – Blocks human group III sPLA2 activity. AID 743126. actives 0.56% (n = 370,000). inhibition, % at 12.2 µM. QFRET BODIPY PC-A2 liposome hydrolysis, fluorescence. Q9NZ20;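 active = inhibition above mean plus 3 SD of compounds lying within the high and low control bounds, cut at about 19% in these data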;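 also: 0% = median of test compound wells and 100% = no enzyme DMSO wells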
DAX1 inh-2 – inhibits human nuclear receptor DAX1; AID 504766; actives 0.99% (n = 340,000); inhibition, % at 6.75 µM; P51843; HEK293 Gal4-DAX1 luciferase reporter, luminescence;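 active = inhibition above the mean over all tested compounds plus 3 SD, cut at about 4.2% in these data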;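 also: 0% = DAX1-transfected cells with DMSO and 100% = empty-vector control cells with DMSO; inhibition shows as a rise in luminescence from relieved DAX1 repression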
Target sequence (P51843 207-470 limits assumed): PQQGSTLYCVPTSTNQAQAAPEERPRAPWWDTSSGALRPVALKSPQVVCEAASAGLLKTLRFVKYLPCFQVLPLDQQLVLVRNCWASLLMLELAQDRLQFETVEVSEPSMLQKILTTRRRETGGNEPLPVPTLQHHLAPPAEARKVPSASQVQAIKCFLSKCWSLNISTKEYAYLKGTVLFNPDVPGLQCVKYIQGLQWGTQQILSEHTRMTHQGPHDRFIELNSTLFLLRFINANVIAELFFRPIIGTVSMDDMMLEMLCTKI
ssDAF-12 act – activates DAF-12 receptor from parasite S. stercoralis. HEK293 ssDAF-12/GRIP1 lit1-tk-luc reporter, luminescence; % of 3 µM dafachronic acid response. activation, % at 6.8 µM. actives 1% (n = 370,000);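 active = activation above the mean over all tested compounds plus 3 SD, cut at about 0.9% in these data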;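 also: 0% = DMSO-only wells and 100% = 3 µM delta7-dafachronic acid wells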
GC-A act – GC-A (human) enzyme activation; actives 0.14% (n = 370,000); activation, % at 10 µM; HEK293 GC-A cells, cGMP TR-FRET, EC30 ANP; 0% at EC30 ANP, 100% saturating ANP; in the data active = activation above about 40%
SMARCA2 act – SMARCA2 function activation, primary screen; MG213 cells, MMTV-luciferase reporter, dexamethasone, overnight; activation, % at 9.1 µM; actives 1% (n = 370,000); AID 652017; in the data active = activation above about 7.8%;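 also: 0% = vehicle wells and 100% = reference activator wells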
Active calls of the source: *; x = no result given. Not a hit list; overall some 6.6% were active at least once.

SMILES | FXN GAA850 act | hgDAF-12 ag | ADAM10 inh | hcDAF-12 act | DAX1 inh-1 | GC-B act | sPLA2-III inh | DAX1 inh-2 | ssDAF-12 act | GC-A act | SMARCA2 act
COCCN(C(=O)CN1CCc2ccccc2C1)c1c(N)n(Cc2ccccc2)c(=O)[nH]c1=O | -0.8 | 0.1 | -37 | -1.0 | 0.2 | 2 | 9 | 0.7 | -1.2 | 4 | -4
Cc1ccc(C(=O)NNC(=O)/C=C\C(=O)O)cc1 | 1.7 | 0.3 | -2 | -0.2 | 0.0 | 3 | 3 | 0.2 | -0.9 | -2 | 5
COc1cc(CNCc2ccccn2)ccc1OCC(N)=O | 1.8 | -0.7 | -2 | -0.4 | 0.0 | 2 | -3 | 0.0 | -1.4 | -5 | 0
Cc1cc(C)c(S(=O)(=O)N2CCOC2CNC(=O)C(=O)NCCCN2CCOCC2)c(C)c1 (stereo not given) | 1.9 | 3.3 | -2 | 1.1 | 2.1 | 9 | 2 | 0.2 | -0.5 | 2 | 4
CCOC(=O)c1sc(Nc2ccccc2Cl)nc1C | 9.9* | 7.8 | 7 | 0.3 | 2.0 | -8 | 3 | 0.3 | -1.1 | 5 | 3
Cc1cn(CCOc2ccc(Cl)cc2)c(=O)[nH]c1=O | -0.7 | 1.0 | -2 | -1.4 | -0.1 | -6 | 1 | 1.2 | -1.2 | -4 | -1
CCc1ccc(CN2C(=O)c3ccccc3C2C(=O)NCC2CCCO2)cc1 (stereo not given) | 2.0 | 0.1 | 0 | -2.3 | -0.1 | 2 | 1 | 0.2 | -1.8 | 0 | 1
O=C(O)/C(=C\c1ccc(-c2ccc(F)cc2)o1)c1ccccc1 | 1.4 | -0.4 | -14 | -1.0 | -0.2 | -1 | -9 | 0.0 | -1.2 | -3 | -1
O=C(c1oc2ccccc2c1CSCc1ccccc1)N1CCN(c2ncccn2)CC1 | -0.3 | -3.1 | 7 | -2.4 | -2.2 | 1 | -8 | -1.3 | -2.3 | -1 | -3
O=C(NCCCN1CCCC1=O)c1ccc(NS(=O)(=O)c2cccc([N+](=O)[O-])c2)cc1 | 0.7 | 0.7 | -9 | 0.0 | 0.2 | -3 | 6 | -0.9 | -1.0 | 2 | -1
CCOC(=O)/C=C/C(=O)OCC(=O)Nc1ccc(C)cc1 | -0.3 | 4.0 | 1 | -0.8 | 0.0 | 0 | -1 | x | -0.9 | 1 | 1
O=C(Cn1c(SCC(=O)N2CCc3ccccc3C2)nc2ccccc21)NC1CCCC1 | 0.8 | -0.7 | -4 | -1.4 | -0.2 | -3 | -5 | -0.5 | -1.1 | -2 | -1
COc1ccc(N(C(=O)c2snc(C(N)=O)c2N)C(C(=O)NCc2ccc(F)cc2)c2ccc(O)cc2)cc1 (stereo not given) | -1.2 | -3.5 | -21 | -1.4 | -0.2 | -7 | -32 | -1.4 | -1.2 | -10 | -1
CCc1ccc([C@@H]2C[C@H]3[C@@H](CN2S(=O)(=O)c2ccc(C)cc2)C(=O)C[C@@H](c2ccccc2)N3S(=O)(=O)c2ccc(C)cc2)cc1 | 1.1 | 5.4 | -11 | -2.3 | 0.1 | 5 | -5 | 1.3 | -0.6 | 3 | -5
CCOC(=O)/C=C/C(=O)Nc1ccc(S(=O)(=O)N2CCCCCC2)cc1 | 2.9 | -3.0 | 4 | -2.5 | -0.7 | -1 | -16 | -1.3 | -1.6 | 3 | 0
CN(C(=O)c1cccc(NC(=O)c2ccco2)c1)c1ccccc1 | -1.0 | -1.7 | -7 | -0.4 | -0.2 | 2 | 10 | -0.4 | -1.4 | -2 | -3
COCCN(C(=O)CNC(=O)c1ccco1)C(C(=O)NC1CCCC1)c1ccc(OC)c(OC)c1 (stereo not given) | 0.6 | -1.1 | 4 | -0.2 | -0.1 | -4 | 6 | -0.9 | -0.8 | 1 | 4
CC1CCN(c2ccc3nnc(CCC(=O)NCC(C)c4ccccc4)n3n2)CC1 (stereo not given) | 0.1 | -0.3 | -3 | -2.0 | -0.6 | -8 | -4 | 0.2 | -1.2 | -9 | -3
Cc1cccc(C)c1OCC(=O)Nc1cccc(-c2nnc(-c3ccccc3)o2)c1 | -1.3 | 1.4 | 5 | -1.5 | 0.2 | -7 | 8 | 0.5 | -0.8 | 11 | 0
C=CCn1c(SCC(=O)NCCCO)nc2sc3c(c2c1=O)CCC3 | 1.8 | 0.8 | -2 | 1.2 | 0.0 | -3 | 6 | -0.1 | -0.8 | -8 | -2
OCCC1CCCCN1CC(O)COCc1ccc(Cl)cc1 (stereo not given) | -1.3 | 0.0 | -5 | 0.4 | -0.5 | -3 | -1 | -0.5 | -0.9 | 4 | -1
CC1C(=O)C(C)(C)C(=O)OC1c1ccc([N+](=O)[O-])cc1 (stereo not given) | 1.7 | -2.1 | -6 | 0.2 | -0.4 | 2 | -4 | 0.4 | -1.1 | 1 | -2
CCn1c2c(c3cc(Cl)ccc31)CCCC2=O | 1.7 | -1.0 | -63 | 0.1 | -0.5 | 7 | 2 | 0.1 | -1.6 | 7 | -3
C[C@@H]1CN([C@H](C)CO)C(=O)Cc2cc(NC(=O)CCC(F)(F)F)ccc2O[C@@H]1CN(C)C(=O)Nc1ccccc1 | -1.5 | -1.4 | 8 | 0.3 | 0.0 | 1 | 0 | 2.0 | -0.7 | -1 | -1
CC1CCCC(NC(=O)c2cccs2)C1C (stereo not given) | 2.6 | 1.3 | -3 | 0.7 | -0.5 | 4 | 11 | -0.1 | -1.3 | 2 | -4
CC(=O)c1ccc(-c2nnc(CCC(=O)N3CCCC(C(=O)CC(C)C)C3)o2)s1 (stereo not given) | 5.3 | 9.6 | 0 | 3.5 | 0.6 | 1 | -1 | 1.7 | 0.2 | 2 | 4
CCOC(=O)c1sc2ncn(/N=C/c3cccnc3)c(=O)c2c1C | -2.8 | 0.9 | -1 | 0.2 | -0.7 | 1 | 2 | -0.6 | -0.4 | 9 | -1
COc1cccc(C2=NO[C@@H]3C(=O)N(Cc4ccccc4)C(=O)[C@H]23)c1OC | 2.2 | -0.4 | -6 | -2.3 | 0.3 | 4 | 1 | 0.3 | -0.2 | -5 | 0
Cc1cc(N2CCN(c3ccccc3)CC2)nc(NCc2ccccc2)n1 | 2.7 | 2.1 | -9 | 1.3 | -0.5 | -7 | 0 | 0.0 | -0.7 | -15 | -3
c1ccc(-c2ccc(OCCCn3cncn3)cc2)cc1 | 3.0 | 1.6 | 2 | 0.7 | -1.0 | 2 | -4 | 1.5 | -0.8 | 6 | -3
Cc1ccc(S(=O)(=O)NCc2ccccc2)cc1C(=O)NC(C)c1ccc(S(N)(=O)=O)cc1 (stereo not given) | 1.3 | 1.8 | -8 | -0.3 | 0.6 | 1 | -2 | -0.3 | -1.2 | 1 | -2
CCN1CCN(CCNC(=O)c2ccc(/C=C3/Sc4ccccc4N(Cc4ccccc4C)C3=O)cc2)CC1 | 4.2 | -1.2 | 3 | -1.6 | 0.2 | 3 | -20 | 0.8 | -1.0 | -1 | 6
COCCCN1C(=O)C(=O)/C(=C(/O)c2ccc(C)cc2)C1/C=C/c1ccccc1 (stereo not given) | 0.7 | 0.1 | 6 | -1.1 | -0.2 | -2 | 2 | 1.5 | 0.0 | -3 | -1
COc1ccc(NC(=O)CN(C)C(=O)CSCc2ccc(C)cc2)cc1 | 1.6 | 2.7 | -4 | -0.5 | 0.9 | -2 | 4 | 1.8 | -0.9 | 1 | -1
COc1ccc(S(=O)(=O)NCC2CCCN(C(=O)c3ccco3)C2)cc1 (stereo not given) | -2.1 | -1.8 | -3 | -2.2 | 1.6 | 1 | 1 | -1.4 | -1.7 | 3 | -4
OC(C#CCN1CCCCC1)c1ccccc1 (stereo not given) | 0.9 | 0.1 | -6 | 1.5 | -0.5 | 3 | 4 | 0.1 | -1.4 | 4 | -3
O=C(CCSc1nc(-c2ccco2)cc(C(F)(F)F)n1)Nc1ccc2c(c1)OCO2 | -0.9 | -1.1 | -2 | -1.9 | -0.3 | -8 | 3 | -1.4 | -1.5 | -9 | 1
CN(C)c1ccc(C(=O)c2ccc(N(C)C)c3ccccc23)cc1 | 5.8 | 0.3 | 10 | 3.7 | 2.5 | 0 | -4 | 0.6 | 0.9 | -6 | 3
COc1ccccc1C(=O)OCc1nc(N)nc(Nc2ccccc2C)n1 | 7.1 | 3.0 | 0 | -0.6 | 1.1 | 2 | -5 | 1.1 | -0.7 | 1 | 2
CC1CC(C)CN(C(=O)CNC(=O)c2ccc3ccccc3c2)C1 (stereo not given) | -0.3 | 0.1 | -3 | -1.0 | 0.7 | 2 | -2 | -0.5 | -1.7 | 1 | 2

Retrieved by compound from the list above, four records:
SMILES | FXN GAA850 act | hgDAF-12 ag | ADAM10 inh | hcDAF-12 act | DAX1 inh-1 | GC-B act | sPLA2-III inh | DAX1 inh-2 | ssDAF-12 act | GC-A act | SMARCA2 act
CC1CC(C)CN(C(=O)CNC(=O)c2ccc3ccccc3c2)C1 (stereo not given) | -0.3 | 0.1 | -3 | -1.0 | 0.7 | 2 | -2 | -0.5 | -1.7 | 1 | 2
CCn1c2c(c3cc(Cl)ccc31)CCCC2=O | 1.7 | -1.0 | -63 | 0.1 | -0.5 | 7 | 2 | 0.1 | -1.6 | 7 | -3
CC1CCN(c2ccc3nnc(CCC(=O)NCC(C)c4ccccc4)n3n2)CC1 (stereo not given) | 0.1 | -0.3 | -3 | -2.0 | -0.6 | -8 | -4 | 0.2 | -1.2 | -9 | -3
COc1ccccc1C(=O)OCc1nc(N)nc(Nc2ccccc2C)n1 | 7.1 | 3.0 | 0 | -0.6 | 1.1 | 2 | -5 | 1.1 | -0.7 | 1 | 2

Full records, looked up by structure. Screens in order: FXN GAA850 act, hgDAF-12 ag, ADAM10 inh, hcDAF-12 act, DAX1 inh-1, GC-B act, sPLA2-III inh, DAX1 inh-2, ssDAF-12 act, GC-A act, SMARCA2 act
CN(C)c1ccc(C(=O)c2ccc(N(C)C)c3ccccc23)cc1 across the screens: 5.8, 0.3, 10, 3.7, 2.5, 0, -4, 0.6, 0.9, -6, 3
CC1CC(C)CN(C(=O)CNC(=O)c2ccc3ccccc3c2)C1 (stereo not given) across the screens: -0.3, 0.1, -3, -1.0, 0.7, 2, -2, -0.5, -1.7, 1, 2

Next entries follow:
SMILES | FXN GAA850 act | hgDAF-12 ag | ADAM10 inh | hcDAF-12 act | DAX1 inh-1 | GC-B act | sPLA2-III inh | DAX1 inh-2 | ssDAF-12 act | GC-A act | SMARCA2 act
CC1=CC(C)(C)NC(=S)N1c1cc(C)cc(C)c1 | 0.9 | -4.2 | -3 | -2.0 | -0.4 | -1 | 15 | 0.4 | -1.4 | 1 | -3
FC(F)(F)c1ccc2c(c1)NCC1CCCN21 (stereo not given) | 2.9 | 2.7 | -283 | -1.0 | 0.4 | -2 | 9 | -1.7 | -0.9 | -2 | -2
CCN(CC)S(=O)(=O)c1ccc(/C=C/C(=O)Nc2ccc(N3CCOCC3)cc2)cc1 | 0.3 | -6.5 | 7 | -5.0 | -1.5 | 0 | -2 | -4.2 | -2.0 | -2 | -6
Oc1sc(C=Nc2ccc(F)cc2)c2ccccc12 | 2.3 | 0.1 | -8 | -0.8 | -0.7 | -25 | -2 | 0.4 | -1.0 | -55 | 2
